GLS inh: inhibitors of human glutaminase (GLS) | GLS enzymatic activity, qHTS titration | hit rate 0.21% among 410,000 | O94925 | Potency, µM (series often up to 45.5 µM), for the others: at the highest dose activity change, negative = inhibition, hits mostly inhibitors; further: on the % scale 0 is the no-effect control and ±100 the full control effect
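Two-point fluorescence kinetic (t0, 30 min RT) for hKGA; glutamate detected via glutamate oxidase–HRP–Amplex Red. Substrate: 1 mM L-glutamine solution; buffer 45 mM KH2PO4, pH 8.2.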
HP1b chromo inh: blocks HP1-beta chromodomain binding to methylated histone tails | hit rate 0.56% among 390,000 | Potency, µM (titrated, usually from 114 µM), inactives show at the top dose activity change, negative = inhibition, hits mostly inhibitors | AlphaScreen HP1-beta / biotin-H3K9me3 peptide binding | P83916; further: nearly all actives have a fitted effect of over 70% in size; inactives centre near 23
Target sequence (P83916 whole entry, looked up): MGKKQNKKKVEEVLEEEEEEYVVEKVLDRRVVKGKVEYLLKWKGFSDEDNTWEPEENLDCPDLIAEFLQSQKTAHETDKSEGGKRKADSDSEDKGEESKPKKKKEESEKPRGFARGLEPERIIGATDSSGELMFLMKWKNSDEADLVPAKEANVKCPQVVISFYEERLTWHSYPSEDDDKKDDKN
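HP1-beta protein (50 nM final) preincubated 30 min at room temperature with biotinylated H3(1-18)K9me3 peptide (50 nM) in PBS pH 7.4, 0.01% Tween-20, then compound added for 30 min. AlphaScreen streptavidin donor/nickel chelate acceptor beads (10 ug/mL final), 30 min dark, luminescence read.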
12-LOX inh: inhibitors of human 12S-lipoxygenase ALOX12. P18054. purified 12hLO, xylenol orange hydroperoxide absorbance. Potency, µM (series often up to 108 µM), inactives show top-dose activity change, negative = inhibition, actives largely listed as inhibitors. hit rate 1.1% among 580,000; further: on the % scale 0 is the no-effect control and ±100 the full control effect
Target sequence (P18054 whole entry, looked up): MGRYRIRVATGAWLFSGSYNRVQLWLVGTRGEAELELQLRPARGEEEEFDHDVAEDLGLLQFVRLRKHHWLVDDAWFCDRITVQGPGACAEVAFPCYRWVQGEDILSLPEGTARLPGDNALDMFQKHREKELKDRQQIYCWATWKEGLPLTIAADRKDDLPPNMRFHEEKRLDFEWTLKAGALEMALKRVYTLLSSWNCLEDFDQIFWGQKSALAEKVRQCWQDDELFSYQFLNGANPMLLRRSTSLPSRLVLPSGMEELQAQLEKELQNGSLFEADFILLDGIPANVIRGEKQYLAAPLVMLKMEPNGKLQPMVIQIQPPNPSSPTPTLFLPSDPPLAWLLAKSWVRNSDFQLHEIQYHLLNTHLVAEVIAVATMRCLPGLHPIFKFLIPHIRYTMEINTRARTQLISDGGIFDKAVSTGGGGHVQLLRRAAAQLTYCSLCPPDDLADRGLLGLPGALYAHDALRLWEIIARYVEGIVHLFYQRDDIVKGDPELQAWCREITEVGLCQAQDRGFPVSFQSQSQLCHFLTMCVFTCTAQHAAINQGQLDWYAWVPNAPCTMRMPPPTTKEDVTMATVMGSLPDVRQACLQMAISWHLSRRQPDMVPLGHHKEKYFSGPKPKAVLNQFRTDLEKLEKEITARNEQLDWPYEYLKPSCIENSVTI
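Purified human 12hLO at 150 nM in 25 mM Hepes, 0.01% Triton X-100, pH 7.0, preincubated 15 min at room temperature with compound. Reaction started with 40 uM arachidonic acid, 30 min at room temperature. Hydroperoxide measured by Fe-xylenol orange, 573/405 nm absorbance ratio.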
TrxR1 inh: inhibitors of rat thioredoxin reductase 1 | hit rate 1% among 390,000 | Potency, µM (highest dose often 114 µM), for inactives: at the highest dose activity change, negative = inhibition, most hits filed as inhibitors | recombinant rTrxR1, NADPH fluorescence consumption, selenite substrate | O89049; further: on the % scale 0 is the no-effect control and ±100 the full control effect; nearly all actives have a fitted effect of over 65% in size
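Rat TrxR1 (90 nM in the dispensed reagent) was pre-reduced with 400 uM NADPH for 5 min at room temperature, then incubated with compound for 15 min. After 400 uM selenite was added, NADPH fluorescence (Ex 340/Em 450 nm) was followed for 8 min.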
RGS4 inhibitor: blocks human RGS4-accelerated GTP hydrolysis; AID 504845; Transcreener GDP fluorescence polarization, RGS4-accelerated GTP hydrolysis; Potency, µM (top dose mostly 114 µM), for the others: top-dose activity change, negative = inhibition, actives largely listed as inhibitors; hit rate 0.039% among 390,000; further: on the % scale 0 is the no-effect control and ±100 the full control effect; nearly all actives have a fitted effect of over 75% in size; some results filed as inactive show a strong effect at the top dose
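MLSMR compounds (23 nl, pin-transferred) preincubated 10 min at room temperature with a 500nM (2x) first reagent, then RGS4 at 900nM (2x) plus Transcreener GDP mix added; fluorescence polarization (620/688 nm) read before and after 90 min at 30 °C.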
PGK inhibitor: T. brucei PGK inhibition | P07378 | PGK/GAPDH coupled, Kinase-Glo luminescence, 60 min | Potency, µM (doses to about 57.5 µM), inactives show at the top dose activity change, negative = inhibition, most hits filed as inhibitors | hit rate 0.043% among 380,000 | AID 602233; further: on the % scale 0 is the no-effect control and ±100 the full control effect; nearly all actives have a fitted effect of over 60% in size
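Luminescent ATP detection (Kinase-Glo Plus) follows a 60-minute room-temperature incubation, with wells lacking PGK as controls. Buffer: 100 mM TEA (pH 7.6), 5 mM MgCl2, 0.01% Tween-20. Coupling enzyme GAPDH (100 nM final) supplies unstable 1,3-BPG in-well.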
JMJD2A Tudor inh: JMJD2A Tudor domain (human) inhibition; AID 504339; O75164; hit rate 4.4% among 390,000; AlphaScreen JMJD2A-Tudor / H3K4me3 peptide binding; Potency, µM (series often up to 114 µM), for the others: top-dose activity change, negative = inhibition, usual class: inhibitors; further: on the % scale 0 is the no-effect control and ±100 the full control effect; nearly all actives have a fitted effect of over 50% in size
Pin1 inh: blocks the human prolyl isomerase Pin1; Pin1 FP peptide displacement, HiFluor488, 10 min; AID 504891; hit rate 0.009% among 390,000; Potency, µM (doses to about 115 µM), without a hit: at the top dose activity, negative = inhibition, usual class: inhibitors; Q13526; active means well fitted inhibition curve with a large enough effect in the polarisation, with a control signal flat, not every such curve was filed as active; inconclusive means small, poorly fitted or top-dose-only effect, or effect the other way, or a change in a side signal; inactive means no such curve, though single readings can be large or run the other way; the % refers to the polarisation; further: on the % scale 0 is the no-effect control and ±100 the full control effect
Target sequence (Q13526 whole entry, looked up): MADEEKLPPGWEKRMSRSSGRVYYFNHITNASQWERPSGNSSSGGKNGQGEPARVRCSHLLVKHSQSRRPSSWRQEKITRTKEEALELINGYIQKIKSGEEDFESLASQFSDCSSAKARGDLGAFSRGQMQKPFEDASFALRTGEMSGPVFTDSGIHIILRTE
ERG-DNA inh: inhibitors of human ERG Ets domain-DNA interaction; P11308; fluorescence polarization, His-ERG Ets domain / labelled DNA; Potency, µM (highest dose often 76.9 µM), inactives show at the top dose FP activity, negative = inhibition, most hits filed as inhibitors; hit rate 0.028% among 370,000; AID 624246; active means well fitted inhibition curve with a large enough effect in the polarisation, with a control signal flat; inconclusive means small, poorly fitted or top-dose-only effect, or effect the other way, or a change in a side signal; inactive means no such curve, though single readings can be large or run the other way; the % refers to the polarisation;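 further: polarization taken with two DNA probes labelled with fluorescein and Texas red; % of control where 0% means no effect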
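His-tagged ERG Ets domain (1 uM in the protein solution; 300mM KCl, 50mM Tris-HCl, 1mM EDTA, 1mM DTT, pH 7.5) received compound, then a probe mix of 5 nM fluorescein-DNA and 100nM Texas-615-DNA. Fluorescence polarization was read for both dyes.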
Starred values were filed as active, the others as inactive; i = inactive; ? = inconclusive; / = no result given; & = joins results of further samples; [ ] = dose if it differs, or a comment. Unless noted, the call rests on the fitted dose curve; in most records, active means well fitted curve in the direction sought with a large enough effect; inconclusive means small, poorly fitted or top-dose-only effect, or another doubt; inactive means no such curve, though single readings can be large; an effect the other way counts as inactive or inconclusive. Potency means the concentration at half of the fitted maximal effect.

canonical_smiles | GLS inh | ERG-DNA inh | TrxR1 inh | JMJD2A Tudor inh | RGS4 inhibitor | HP1b chromo inh | Pin1 inh | 12-LOX inh | PGK inhibitor
O=C(O)c1c(F)c(F)cc2ccccc12 | 2% | -8% | -18% | -1% | -6% | 33% | -7% | -8% | -5%
COc1ccc(N(C)C(=O)c2ccc(NC(=O)CCS(=O)(=O)c3cccs3)cc2)cc1 | 4% | -5% | 5%[57.1 µM] | -33% | -17% | 34% | 1% | -11% | -7%
CCC(=O)N1c2ccc(S(=O)(=O)CCC(=O)N3CCN(c4ccccc4F)CC3)cc2CC1C (centres undefined) | -7% | -2% | -38% | -4% | -22% | 36% | 1% | 13% | -8%
CCOc1cc(CN2CCN(CCc3ccccc3)C(CCO)C2)ccc1OC (centres undefined) | -4% | -4% | 0%[57.1 µM] | -15% | -8% | 9% | -1% | i | i
COc1ccc(S(=O)(=O)N2CCN(CC(=O)Nc3cccc(F)c3)CC2)cc1 | 7% | -1% | -8% | -26% | -4% | 26% | 1% | 0% | -5%
O=C(Nc1cccc(C(F)(F)F)c1)c1sc(Cl)nc1C(F)(F)F | 5% | 0% | 38%[11.4 µM] | 8% | 23% | 43%[activator] | 4% | -20% | -5%
Cc1cc(OCC(=O)NC2CCCCC2)ccc1Cl | -3% | -5% | -6% | -12% | -7% | 9% | 3% | 14% | -10%
Cc1cc(C)n(-c2ccc(C(=O)Nc3ccc4c(c3)OCO4)cc2)n1 | -2% | -2% | 0% | -13% | 13% | 1% | -6% | 29% | -4%
O=C(OCC(=O)N1CCN(Cc2ccccc2)CC1)c1cc(Cl)ccc1[N+](=O)[O-] | 7% | -9% | -20% | -29% | 1% | -4% | 2% | -5% | 0%
Cc1ccc(-n2cc(CN3CCC(CO)(Cc4cccc(C(F)(F)F)c4)CC3)cn2)cc1 | -14% | -6% | 7%[57.1 µM] | -31% | -13% | -16% | 0% | ? | i
C/C(=N\N=C(N)N)c1ccc(Cl)c(Cl)c1 | 12% | 10% | 17%[57.1 µM] | -18% | 12% | -11% | 0% | -18% | -6%
Cc1ccccc1S(=O)(=O)/N=C(/Nc1c(C)n(C)n(-c2ccccc2)c1=O)c1ccccc1 | -5% | 2% | 5%[57.1 µM] | -1% | -15% | 24% | -7% | 0% | 1%
CCOC(=O)c1ccc(S(=O)(=O)N2CCC(C(=O)NCc3ccccc3OC)CC2)cc1 | 10% | -2% | 14% | -9% | 5% | 34% | -4% | -1% | 2%
CC(=O)Nc1ccc(NC(=O)c2c(C)noc2C)cc1 | -1% | 14% | 24% | -12% | 27% | 48%[activator] | -1% | i | -2%
COc1cc(C(=O)OCc2csc(CC(=O)Nc3cc(C)ccc3C)n2)ccc1OC(F)F | -6% | 12% | 7% | -2% | 12% | 45%[activator] | 26% | 4% | 2%
C/C(N)=C(/C#N)C(=O)COC(=O)CSc1ccc2ccccc2c1 | -9% | -1% | 13% | -10% | -5% | 15% | 2% | -12% | 2%
O=C(CCCCN1CCCCC1)c1ccc2c(c1)Cc1ccccc1-2 | 1% | -16% | 5% | -14% | 5% | 3% | -2% | -8% | -5%
COc1cccc(C(C(=O)NC2CCCC2)N(C(=O)c2csnn2)C2CC2)c1 (centres undefined) | -12% | -7% | -11%[57.1 µM] | -4% | -3% | 8% | -4% | ? | 5%
CCn1cc(C(=O)N2CCN(c3ccccc3OC)CC2)c2cc(OC)c(OC)cc2c1=O | 2%&10% | -5%&-1% | 26%&5% | -12%&4% | 1%&16% | 24%&43% | -2%&-1% | -1%&0% | -6%&5%
CSc1nnc(-c2cnccn2)n1Cc1ccccc1 | -6% | -5% | 11% | 4% | -12% | 45%[activator] | -3% | 0% | -6%

2 entries drawn at random from those above, as already listed:
canonical_smiles | GLS inh | ERG-DNA inh | TrxR1 inh | JMJD2A Tudor inh | RGS4 inhibitor | HP1b chromo inh | Pin1 inh | 12-LOX inh | PGK inhibitor
COc1ccc(N(C)C(=O)c2ccc(NC(=O)CCS(=O)(=O)c3cccs3)cc2)cc1 | 4% | -5% | 5%[57.1 µM] | -33% | -17% | 34% | 1% | -11% | -7%
C/C(=N\N=C(N)N)c1ccc(Cl)c(Cl)c1 | 12% | 10% | 17%[57.1 µM] | -18% | 12% | -11% | 0% | -18% | -6%

Remaining list, next part
canonical_smiles | GLS inh | ERG-DNA inh | TrxR1 inh | JMJD2A Tudor inh | RGS4 inhibitor | HP1b chromo inh | Pin1 inh | 12-LOX inh | PGK inhibitor
O=C(CCN1C(=O)c2ccccc2S1(=O)=O)Nc1nc2c(s1)CCCC2 | 8% | -30% | 16% | -29% | -13% | 8% | -8% | -13% | -1%
CC(C)=CC(=O)OCc1cc([N+](=O)[O-])cc2c1OCOC2 | -7% | 3% | -6%[57.1 µM] | -13% | -37% | 33% | 1% | 0% | -2%
O=C1CN(C(=O)COc2ccccc2Cl)c2ccccc2N1 | -2% | -5% | 11% | -11% | 10% | 31% | 9% | 212%[activator] | -4%
Cc1nn(C)c(=S)[nH]c1=S | 13% | 7% | -22%[2.29 µM] | -8% | 1% | 6%[57 µM] | 5% | ? | 8%
CCCNC(=O)c1onc(CSc2ccc(Cl)cc2)c1C(=O)NCCC(C)C | 6% | 12% | 25% | 31% | 4% | 85%[activator] | -2% | 1% | i
CCC(=O)N(CC(=O)Nc1sc(C)c(C)c1C(N)=O)C1CCCC1 | -1% | -1% | -22%[57.1 µM] | -8% | 16% | 26% | 3% | 0% | i
O=c1nc(-c2ccccc2)cc(C(F)(F)F)[nH]1 | -7% | / | 20% | 1% | -8% | 30% | 1% | -2% | -9%[11.5 µM]
COc1ccc(C2=CC(c3cccc(C)c3)n3nnnc3N2)cc1 (centres undefined) | 3% | 0% | -18% | -22% | -11% | 78%[activator] | ? | 1% | 9%
COc1ccc(-n2cnnc2SCC(=O)NC2CCCCC2)cc1 | 8% | 21% | -11% | -8% | 1% | 13% | -1% | 159%[activator] | -1%
C/C(=N\Nc1ccc(C(F)(F)F)cn1)c1ccncc1 | -7% | -4% | -10%[57.1 µM] | -9% | 17% | 14% | 2% | -7% | 0%
O=C(COC(=O)c1cc(-c2ccccc2)nc2c(Cl)cccc12)c1ccc(F)cc1 | -2% | -1% | 21% | -3% | 11% | 35% | -1% | -24% | i
CC1(C)CC(=O)C(C=NC(CCC(N)=O)C(=O)O)=C(O)C1 (centres undefined) | 2% | / | -10% | -6% | 11% | 29% | 4% | 2% | /
CN(CCOc1ccc(Br)cc1)CC(=O)Nc1cccc(S(=O)(=O)NC2=NCCC2)c1 | 9% | 2% | 12% | -16% | 5% | 13%[57 µM] | 5% | 4% | i
CC1Sc2ccc(S(=O)(=O)N3CCC(C(=O)N(C)Cc4ccco4)CC3)cc2NC1=O (centres undefined) | 0% | 20% | -19% | -29% | -18%[11.4 µM] | 31% | 41%[activator] | -2% | -10%
Oc1ccccc1-c1nc(/C=C/c2ccc(F)cc2)no1 | 2% | -1% | 23% | -5% | 10% | 23% | -4% | -28% | i
Cc1nc2ccc(S(=O)(=O)Nc3ccccc3C)cc2s1 | 15% | 1% | 9% | -13% | 6% | 16% | 1% | 17% | 3%
CCOc1ccc(CNC(=O)C(=O)c2cn(CC(=O)N3CCOCC3)c3ccccc23)cc1OC | -1% | -9% | -5% | -25% | 11% | 15% | -1% | 22% | -9%
COc1ccc(OC)c(/C=C2\SC(=S)N(N3CCOCC3)C2=O)c1 | 23% | 3% | 14% | ? | 7% | -22% | 1% | -7% | i
Cc1cccc(N2C(=O)c3cccc4c(N)ccc(c34)C2=O)c1 | -22% | ? | -24% | 56%[activator] | 16% | 110%[activator] | ? | -4% | 4%
Cc1sc2nc(SCC(=O)NCc3cccs3)[nH]c(=O)c2c1C | 3% | -3% | 8% | -11%[57.1 µM] | -10%[56.9 µM] | 33% | 8% | 5% | i
O=C(CS(=O)(=O)c1ccc(Cl)cc1)Nc1nc2ccc(Br)cc2s1 | 0% | -4% | 23%[57.1 µM] | -11% | -26% | 50%[activator] | 6% | ? | -10%
COc1ccc2sc(N(Cc3cccnc3)C(=O)c3ccc4c(c3)OCCO4)nc2c1 | 0% | -1% | 35%[57.1 µM] | ? | 28% | 9%[57 µM] | 11% | -15% | 10%
COc1ccccc1N(CC(=O)NC(C)(C)C)C(=O)C1CSC(=O)C1 (centres undefined) | 2% | -12% | 6%[57.1 µM] | -12%[57.1 µM] | 7%[11.4 µM] | 38% | 1% | 0% | -7%

Ordered by value in HP1b chromo inh (rising): 4 of the compounds above
canonical_smiles | GLS inh | ERG-DNA inh | TrxR1 inh | JMJD2A Tudor inh | RGS4 inhibitor | HP1b chromo inh | Pin1 inh | 12-LOX inh | PGK inhibitor
Cc1nc2ccc(S(=O)(=O)Nc3ccccc3C)cc2s1 | 15% | 1% | 9% | -13% | 6% | 16% | 1% | 17% | 3%
O=c1nc(-c2ccccc2)cc(C(F)(F)F)[nH]1 | -7% | / | 20% | 1% | -8% | 30% | 1% | -2% | -9%[11.5 µM]
CC1Sc2ccc(S(=O)(=O)N3CCC(C(=O)N(C)Cc4ccco4)CC3)cc2NC1=O (centres undefined) | 0% | 20% | -19% | -29% | -18%[11.4 µM] | 31% | 41%[activator] | -2% | -10%
O=C(COC(=O)c1cc(-c2ccccc2)nc2c(Cl)cccc12)c1ccc(F)cc1 | -2% | -1% | 21% | -3% | 11% | 35% | -1% | -24% | i

These rows are one share of the data; rates above refer to the full screens.
